# From PubChem
# MOR-DOR inv ag: inverse agonists of human mu-delta opioid receptor heterodimerization; P35372+P41143; cell-based MOR-DOR heterodimer luminescence, inverse agonism; inhibition, % at 9.3 µM; 340,000 tested, 0.21% active; AID 504357; in the data active = inhibition above about 22%, passing the limit was not always enough;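 also: 0% = cells with DMSO and 100% = wells without cells with DMSO; values of inactives mirror those of a sister screen read the other way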
# Target sequence (P35372 whole entry, looked up): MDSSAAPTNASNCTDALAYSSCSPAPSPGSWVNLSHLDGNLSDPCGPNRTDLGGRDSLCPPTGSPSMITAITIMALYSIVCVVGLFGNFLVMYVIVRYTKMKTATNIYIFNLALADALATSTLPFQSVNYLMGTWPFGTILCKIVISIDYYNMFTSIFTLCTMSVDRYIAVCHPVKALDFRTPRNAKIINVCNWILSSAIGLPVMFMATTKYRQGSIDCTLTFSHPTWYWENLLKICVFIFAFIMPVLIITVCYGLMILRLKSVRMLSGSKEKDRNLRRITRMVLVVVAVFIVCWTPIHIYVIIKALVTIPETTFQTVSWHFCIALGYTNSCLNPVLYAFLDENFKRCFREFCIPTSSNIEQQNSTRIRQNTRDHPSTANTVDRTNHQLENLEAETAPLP
# Target sequence (P41143 whole entry, looked up): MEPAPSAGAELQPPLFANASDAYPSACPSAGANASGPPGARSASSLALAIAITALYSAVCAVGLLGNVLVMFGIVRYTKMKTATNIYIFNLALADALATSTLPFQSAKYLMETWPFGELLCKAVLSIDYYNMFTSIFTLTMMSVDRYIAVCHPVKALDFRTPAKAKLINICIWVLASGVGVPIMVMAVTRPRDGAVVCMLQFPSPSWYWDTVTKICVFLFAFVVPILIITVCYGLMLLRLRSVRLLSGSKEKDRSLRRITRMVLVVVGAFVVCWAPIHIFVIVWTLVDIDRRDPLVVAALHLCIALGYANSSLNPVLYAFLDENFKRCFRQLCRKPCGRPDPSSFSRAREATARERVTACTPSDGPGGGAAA
# cardiac RTF act: increases calcium sensitivity of human cardiac regulated thin filaments; P19429+P45379; IANBD-labeled TnC RTF fluorescence at EC20 calcium; 0% EC20 calcium, 100% full calcium; activation, % at 7.2 µM; 340,000 tested, 0.24% active;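 active = activation above the mean over all tested compounds plus 3 SD, cut at about 30% in these data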;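 also: rise in fluorescence read as greater calcium sensitivity of cardiac thin filaments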
# RTF Ca sens inh: cardiac RTF calcium desensitization; P19429+P45379; IANBD-labeled cardiac RTF, Ca2+ fluorescence; inhibition, % at 7.15 µM; 340,000 tested, 0.12% active; AID 493244;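 active = inhibition above the mean inhibition of all tested compounds plus 3 SD, cut at about 17% in these data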;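 also: assay run at fixed EC70 calcium of 1.6 mM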
# C-LANA FP: inhibitors of KSHV LANA C-terminal domain DNA binding; AID 504423; 340,000 tested, 0.078% active; MBP-C-LANA/FAM-LBS DNA binding, fluorescence polarization; inhibition, % at 9 µM;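 active = highest replicate inhibition at or above 60% at 9 µM, even if other replicates fall short; inactive = all replicates below 60% inhibition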;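 also: 0% = neutral control wells and 100% = 4 µM acridine orange control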
# HTR5A inv ctr: counter-screen for OPRM1-OPRD1 inverse agonists: human HTR5A inverse agonism | P47898 | HTR5A cell line, luminescence | inhibition, % at 9.3 µM | 340,000 tested, 0.083% active | AID 504634; in the data active = inhibition mostly above about 23%, no sharp cut-off; inactive = mostly below about 18%;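 also: 0% = cells with DMSO and 100% = no-cell wells with DMSO; some compounds called inactive have numbers as strong as hits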
# CAL-PDZ inh HTS: inhibitors of human CAL PDZ peptide binding; Q9HD26; purified CAL PDZ, TMR-peptide fluorescence polarization, 1 h; inhibition, % at 24.9 µM; 300,000 tested, 0.92% active; AID 602252;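 active = mean inhibition of at least 30% with at least half of replicates also reaching 30%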;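 also: 0% = DMSO neutral control and 100% = excess unlabeled competitor peptide PRC23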
# V-ATPase pH: regulators of yeast V-ATPase proton transport | 350,000 tested, 0.37% active | S. cerevisiae, pHLuorin cytosolic pH fluorescence | response, % at 10 µM | AID 504577; in the data active = response mostly above about 7.3%, no sharp cut-off; inactive = mostly below about 5.4%; also: actives read high; inactives centre near 0; some compounds called inactive have numbers as strong as hits; reference of the scale not given here
# MOR-DOR ag: OPRM1-OPRD1 heterodimerization agonism. 340,000 tested, 0.3% active. activation, % at 9.3 µM. P35372+P41143. cells, luminescence. AID 504326; in the data active = activation above about 18%;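 also: 0% = vehicle-treated cells and 100% = reference agonist; values of inactives mirror those of a sister screen read the other way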
# Keap1 Nrf2 FP: inhibitors of human Keap1-Nrf2 protein-protein interaction | Keap1 Kelch-Nrf2 peptide fluorescence polarization, 1536-well | inhibition, % at 9.4 µM | 340,000 tested, 0.15% active; in the data active = inhibition above about 12%;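 also: human Keap1 Kelch domain with fluorescein labeled Nrf2 9mer peptide probe; 0% = neutral control wells and 100% = peptide positive control; higher means more block of Keap1 binding to Nrf2 peptide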
# HTR5A ag: counter-screen for OPRM1-OPRD1 agonists: human HTR5A agonism; HTR5A agonist assay, luminescence, cell-based; activation, % at 9.3 µM; 340,000 tested, 0.61% active; AID 504692; in the data active = activation mostly above about 9.5%, no sharp cut-off; inactive = mostly below about 7.6%;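 also: 0% = cells with vehicle only and 100% = reference agonist; strong numbers were not always called active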
# Starred values were filed as active, the others as inactive; · = not tested or not shown.
SMILES,MOR-DOR inv ag,cardiac RTF act,RTF Ca sens inh,C-LANA FP,HTR5A inv ctr,CAL-PDZ inh HTS,V-ATPase pH,MOR-DOR ag,Keap1 Nrf2 FP,HTR5A ag
CCCC(=O)NC(c1ccc2c(c1)OCO2)c1cc(Cl)c2cccnc2c1O (configuration not stated),-36.4,7.9,0.8,1.0,-16.2,-6.9,4.2,7.1,1.6,3.2
O=S(=O)(c1ccc(Cl)cc1)N1CCC(O)(CN2CCN(Cc3ccccc3)CC2)CC1,2.6,1.3,-3.7,1.1,3.7,3.4,0.5,-0.5,-0.8,-1.3
O=c1oc2ccccc2cc1-c1csc(Cc2nc(-c3ccc(Cl)cc3)cs2)n1,-4.6,0.6,-3.1,-1.6,-9.9,0.1,-0.3,0.9,-1.2,3.8
CC(C)(C)C(=O)NC1(C(F)(F)F)NC(=O)N(CCc2ccccc2)C1=O (configuration not stated),-3.8,0.0,-10.8,-6.4,18.4,-3.7,0.2,0.8,-1.9,-5.2
S=c1[nH]c2ccccc2n1Cc1ccccc1,-4.5,-1.7,-4.7,-4.6,-11.1,-3.7,5.0,0.9,1.2,3.0
Cc1ccc(-c2nnc(SCC(=O)O)n2N)cc1,-0.4,0.0,-7.3,-0.7,6.8,-0.9,4.4,0.1,-5.0,-2.6
COc1ccc(C(=O)NCC(O)CN2CCOCC2)cc1[N+](=O)[O-] (configuration not stated),13.2,-6.0,-1.3,-0.6,3.0,-4.4,1.3,-2.9,0.6,-0.8
CCCCNC(=O)c1onc(CSc2cc(C)cc(C)c2)c1C(=O)O,11.6,8.5,-9.1,-1.3,-31.3,-4.1,0.9,-2.1,7.5,-0.7
Cc1noc(C)c1S(=O)(=O)Nc1cccc(C(F)(F)F)c1,6.9,-3.1,-2.0,0.6,-10.5,-4.2,1.1,-1.3,0.1,7.6
O=C(CN1CCN(c2ccc(O)cc2)CC1)Nc1cc([N+](=O)[O-])ccc1Cl,-16.7,1.4,2.3,-1.1,-8.3,-2.6,-0.7,3.3,-2.2,-3.6
CNC(=O)C(=O)Nc1c(O)c2ccccc2[nH]c1=O,15.7,-1.4,11.7,-0.4,7.7,-4.0,0.4,-2.9,0.3,-2.7
Cn1c(N)c(C(=O)COC(=O)Cc2cccc(C(F)(F)F)c2)c(=O)n(C)c1=O,8.0,0.4,-10.1,-1.5,2.2,·,-4.1,-1.5,-2.2,-0.6
CC1N=C(N)C(c2nc3ccccc3n2C)=C1O (configuration not stated),10.7,6.3,-2.5,0.3,-7.8,2.4,0.9,-1.5,-5.9,1.0
Cn1cc(P(=S)(N2CCOCC2)N2CCOCC2)cc1P(=O)(N1CCOCC1)N1CCOCC1,14.8,-7.8,-5.8,0.1,37.2,-2.0,-1.6,-2.7,-0.1,-1.5
CCC1(CC)Cc2ccccc2C2=C(C(=O)N3CCCCC3)C(=O)C(=O)N21,5.4,7.1,-8.0,0.8,0.4,-3.2,-0.7,-1.1,-5.7,-0.2
COc1ccc(COCC(O)CN(Cc2ccco2)Cc2ccccc2O)cc1 (configuration not stated),-28.3,0.9,-2.2,-0.3,11.1,10.5,-0.7,5.3,-1.8,0.5
Nc1cc(Cl)ccc1C(=O)OCC(=O)NC(=O)NCc1ccccc1,-60.4,9.4,-4.0,-0.5,-2.7,-0.1,4.2,11.5,-3.1,0.8
CC(C)(C)N(Cc1ccccc1)C(=O)COC(=O)c1ccc(S(=O)(=O)N2CCOCC2)cc1,-6.9,-5.2,1.2,1.5,3.5,39.1*,1.3,1.4,5.0,-0.9
COc1ccccc1CN1[C@@H](CC(C)=O)c2cc(C(F)(F)F)ccc2S1(=O)=O,2.2,2.1,-6.5,-1.7,-12.5,-3.5,0.9,-0.4,-5.1,3.1
CC(C)(C)c1ccc(Oc2ncccc2NC(=O)c2cccs2)cc1,-9.8,3.3,0.6,-0.1,-22.2,-3.6,-0.3,2.0,-2.9,-0.2
CCCc1cc(=O)oc2cc(OCC(=O)NC(Cc3ccc(Cl)cc3)C(=O)O)ccc12 (configuration not stated),10.4,-2.6,3.3,-0.2,-29.1,-1.3,-0.9,-2.1,-0.3,3.0
COc1ccc(C)cc1NC(=O)c1sc2ncnc(N3CCN(c4ccccn4)CC3)c2c1C,9.8,-4.8,4.5,-0.6,-12.9,1.0,-4.1,-1.6,0.2,5.6
Cn1c(CSCc2ccc(Cl)cc2Cl)n[nH]c1=S,4.2,2.2,-2.6,1.1,-21.8,4.0,-1.2,-0.8,0.4,8.8
COc1ccccc1CNC(=O)Cn1c(=O)oc2cc(S(=O)(=O)N3CCCC3)ccc21,14.5,2.9,-10.0,0.1,-17.8,-11.3,0.4,-2.8,0.1,6.4
O=C(Nc1c(-c2ccccc2)nc2ccccn12)c1cccc(F)c1,5.2,1.8,-4.5,0.8,3.8,2.0,-2.8,-1.1,0.1,-1.1
Nc1ncnc(N2CCOCC2)n1,7.0,-0.7,-15.4,2.0,-8.1,4.9,1.4,-1.6,2.8,2.1
CC(=O)c1cccc(NC(=O)c2cc(-c3ccco3)nc3ccccc23)c1,-11.7,-3.2,-2.1,-2.2,-4.7,·,-1.7,1.4,2.1,-3.0
Cc1ccccc1C1=NC(C(F)(F)F)(C(F)(F)F)c2c(n(-c3ccc(F)cc3)c(=O)[nH]c2=O)N1,8.7,9.0,-3.8,0.9,7.8,3.1,1.3,-1.6,-4.1,1.5
CCOC(=O)C1(Cc2cccc(OC)c2)CCN(Cc2cccc(OCC)c2O)CC1,-40.2,2.8,-3.4,-2.0,0.9,·,-2.2,7.4,-2.3,3.9
O=C(Nc1nnc(-c2ccccn2)o1)c1cccc(Br)c1,14.3,-1.8,1.7,2.8,-5.2,-3.3,5.1,-2.8,0.9,2.0
C/C(=N/NS(=O)(=O)c1ccccc1)c1c[nH]c2ccccc12,7.9,-5.0,2.2,1.1,-44.3,2.5,-1.6,-1.4,-1.8,12.1*
COc1ccc(N2C(=O)C(CC(=O)O)S/C2=N\N=C\c2cccs2)cc1 (configuration not stated),16.7,-8.7,3.1,1.1,11.7,4.8,0.2,-3.2,-2.3,-3.2
COc1ccccc1N1CCN(C(c2cc3cc(C)ccc3[nH]c2=O)c2nnnn2C2CCCC2)CC1 (configuration not stated),-10.2,-0.4,-6.7,0.3,5.2,-3.0,-2.6,2.0,1.5,-2.0
COC(=O)C1=C(N)Oc2cc(C)n(Cc3cccnc3)c(=O)c2C1c1ccccc1OC (configuration not stated),3.9,3.1,-2.5,0.1,0.3,-0.4,1.9,-0.7,1.0,-0.2
Cc1ccc(C(=O)N(C)CC(=O)Nc2cccc(C)c2C)o1,19.3,0.0,-9.0,1.5,3.1,1.8,-0.4,-3.8,-2.2,-0.8
COC(=O)CNC(=O)c1cccc(F)c1,8.5,0.5,-1.7,-1.9,-0.2,-0.8,4.5,-1.9,-4.7,5.5

# Entries of single compounds, looked up by structure:
# O=C(Nc1c(-c2ccccc2)nc2ccccn12)c1cccc(F)c1 is listed as MOR-DOR inv ag: 5.2; cardiac RTF act: 1.8; RTF Ca sens inh: -4.5; C-LANA FP: 0.8; HTR5A inv ctr: 3.8; CAL-PDZ inh HTS: 2.0; V-ATPase pH: -2.8; MOR-DOR ag: -1.1; Keap1 Nrf2 FP: 0.1; HTR5A ag: -1.1
# C/C(=N/NS(=O)(=O)c1ccccc1)c1c[nH]c2ccccc12 is listed as MOR-DOR inv ag: 7.9; cardiac RTF act: -5.0; RTF Ca sens inh: 2.2; C-LANA FP: 1.1; HTR5A inv ctr: -44.3; CAL-PDZ inh HTS: 2.5; V-ATPase pH: -1.6; MOR-DOR ag: -1.4; Keap1 Nrf2 FP: -1.8; HTR5A ag: 12.1*

# Continuation:
SMILES,MOR-DOR inv ag,cardiac RTF act,RTF Ca sens inh,C-LANA FP,HTR5A inv ctr,CAL-PDZ inh HTS,V-ATPase pH,MOR-DOR ag,Keap1 Nrf2 FP,HTR5A ag
C=CCC[C@@H](Cc1ccc(F)cc1)C(=O)OC[C@@H](NC(=O)[C@@H](CC=C)CC(=O)N[C@H](CO)Cc1ccccc1)C(C)(C)C,8.8,-7.7,-5.1,-2.6,4.4,-0.8,-1.7,-1.6,-3.7,-1.7
Cc1cc(N(C)C)ccc1[N+](=O)[O-],1.8,14.0,-8.4,-1.3,15.7,6.2,2.5,-0.3,-6.9,-5.8
O=C(Cc1ccc(-c2ccccc2)cc1)NC1CCCC1,-7.4,-0.4,0.1,-1.8,-4.3,3.3,-2.6,1.6,2.2,1.6
O=C(O)c1cnc(-c2ccccc2)nc1Oc1ccc(Cl)cc1,12.2,-3.5,-9.0,-0.1,-10.8,4.0,0.0,-2.3,-0.9,3.8
CC(C)NS(=O)(=O)c1ccc(CCC(=O)NCc2ccncc2)cc1,7.5,9.8,-9.5,0.4,-4.2,2.0,1.2,-1.4,-2.0,1.6
CC(C)CCNC(=O)C12CN(Cc3ccccc3)CC1C(c1ccc([N+](=O)[O-])cc1)=NO2 (configuration not stated),-14.7,-0.7,-15.2,3.2,9.8,-1.9,1.3,2.7,4.0,-1.4
C=CCn1c(-c2cnn(-c3ccccc3)c2N)n[nH]c1=S,2.7,-2.3,3.0,-0.1,-1.9,-0.8,-1.8,-0.6,2.3,0.7
O=C(NCc1ccccc1Cl)C1CCC(CNc2c(N3CCOCC3)c(=O)c2=O)CC1 (configuration not stated),10.6,-5.2,11.3,-0.9,-14.1,-5.0,2.1,-1.9,-3.9,4.9
CS(=O)(=O)N(CC(=O)N1CCN(c2ccccc2F)CC1)c1ccc2c(c1)OCCO2,21.7,-3.2,-9.0,2.0,17.8,-0.7,0.7,-4.7,-1.9,-2.1
C=CCN=C1S/C(=C\N(C)C)C(=O)N1S(=O)(=O)c1ccc(C)cc1,5.6,-1.0,-11.7,0.0,-20.6,·,1.1,-1.4,-1.0,-2.6
O=C(CSc1ncc(-c2ccccc2)n1CC1CCCO1)N1CCCCC1 (configuration not stated),17.9,12.2,5.0,-0.7,15.8,-0.2,3.8,-3.1,-4.0,-3.7
CCOc1ccccc1N1CCN(C(=O)CC(C)(C)C)CC1,8.0,1.9,-4.6,-0.6,1.2,3.5,1.1,-1.6,-6.3,-1.6
CCOC(=O)C(Cc1ccccc1)NC(=O)CCc1c(C)nc2nc(C)nn2c1C (configuration not stated),17.1,11.1,10.2,1.5,-1.8,-3.3,-2.3,-2.9,0.2,5.1
COc1ccc2cc(C(=O)N/N=C/c3sc4ccccc4c3O)ccc2c1,-12.8,109.2*,-134.8,-8.3,6.2,-10.6,-1.4,2.4,-20.3,-3.0
COc1ccc(OCc2nc3ccccc3n2C(C)C)cc1,-0.7,-5.3,-12.0,0.8,0.3,-4.6,-0.1,0.1,-0.5,-0.1
CCOC(=O)c1sc(NC(=O)CSc2nnnn2-c2ccccc2)nc1C,-29.1,4.4,-11.0,0.6,8.7,-2.9,-2.8,5.1,-4.2,3.6
C=CC[C@@]12C=C(OC)C(=O)C(OC)=C1O[C@H](c1ccc3c(c1)OCO3)[C@H]2C,3.3,-3.5,-0.8,-0.3,-1.6,0.3,-0.9,-0.6,3.1,-0.1
COc1ccc(C(=O)c2coc3ccc(O)c(CN4CCCC4)c23)cc1,14.5,-4.6,0.4,0.5,3.6,·,-2.2,-2.6,0.6,1.9
COc1ccc(NC2CCCN(C(=O)c3csc(C(C)C)n3)C2)cc1 (configuration not stated),16.8,3.1,-0.3,1.1,9.5,92.7*,3.9,-3.3,-7.0,2.3
Cc1nc(C)c(C(=O)OCC(=O)N(C)c2ccccc2)s1,11.5,-4.6,2.0,-0.9,10.5,-0.8,-0.8,-1.8,-3.2,-3.8
